# FEN1 inh = human FEN1 inhibition; P39748; Potency, µM (series often up to 114 µM), for the others: at the top dose activity change, negative = inhibition, most hits filed as inhibitors; actives 0.35% (n = 390,000); Recombinant FEN1 flap cleavage, fluorescence, 15 min; also: nearly all actives have a fitted effect of over 65% in size
#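 Steps: FEN1 (10 nM) dispensed; compound added by pin tool; 15 min at room temperature; substrate added to 50 nM final; reads at 0 min and 15 min; data normalized and fitted (four-parameter Hill).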
# N370S GC mod = N370S glucocerebrosidase modulation, Gaucher chaperone candidate; actives 0.092% (n = 330,000); Potency, µM (top dose mostly 59.4 µM), without a hit: at the top dose activity change, negative = inhibition, usual class: inhibitors; N370S GC spleen homogenate, 4MU-glucoside fluorescence; P04062;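 also: 0% = full enzyme activity and -100% = no enzyme basal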
# GCN5L2 inh = GCN5L2 (KAT2A) acetyltransferase inhibition | AID 504327 | Potency, µM (titrated, usually from 58.9 µM), without a hit: top-dose activity change, negative = inhibition, most hits filed as inhibitors | actives 0.21% (n = 390,000) | GCN5L2 HAT assay, ThioGlo1 CoA-SH fluorescence
# Target sequence (Q92830 whole entry, looked up): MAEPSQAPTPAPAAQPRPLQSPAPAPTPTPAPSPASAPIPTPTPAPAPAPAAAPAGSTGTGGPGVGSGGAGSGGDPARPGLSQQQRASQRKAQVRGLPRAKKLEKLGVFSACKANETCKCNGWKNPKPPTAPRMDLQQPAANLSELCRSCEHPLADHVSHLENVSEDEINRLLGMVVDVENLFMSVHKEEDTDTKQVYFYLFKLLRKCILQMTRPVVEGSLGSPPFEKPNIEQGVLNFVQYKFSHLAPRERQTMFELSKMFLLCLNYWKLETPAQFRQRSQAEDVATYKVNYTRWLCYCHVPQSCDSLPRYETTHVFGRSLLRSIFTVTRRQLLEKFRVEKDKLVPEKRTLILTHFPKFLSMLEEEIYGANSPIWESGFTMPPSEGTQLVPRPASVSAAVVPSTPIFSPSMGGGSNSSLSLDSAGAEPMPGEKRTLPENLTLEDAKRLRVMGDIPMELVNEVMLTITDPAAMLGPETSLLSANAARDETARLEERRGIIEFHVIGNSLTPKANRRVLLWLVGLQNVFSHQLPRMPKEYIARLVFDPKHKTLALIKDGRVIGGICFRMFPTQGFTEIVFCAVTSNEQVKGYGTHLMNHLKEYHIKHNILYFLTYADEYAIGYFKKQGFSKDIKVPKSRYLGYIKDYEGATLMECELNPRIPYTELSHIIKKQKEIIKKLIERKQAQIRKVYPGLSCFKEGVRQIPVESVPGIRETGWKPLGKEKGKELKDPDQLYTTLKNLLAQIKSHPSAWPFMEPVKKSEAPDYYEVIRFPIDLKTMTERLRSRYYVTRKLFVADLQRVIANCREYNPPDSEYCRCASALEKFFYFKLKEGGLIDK
#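 GCN5L2 (20 nM) in 50mM HEPES pH 7.5, 0.1mM EDTA, 0.01% Tween-20 preincubated 15 min with compounds at room temperature. Reaction started with H3(1-25) 75uM, acetyl-CoA 70uM, ThioGlo1 50uM; CoA-thiol fluorescence (Ex340/Em540) read at 0 and 20 min.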
# * marks the source's active call; other numbers are inactive results; u = inconclusive; x = no result given; & = joins results of further samples; [ ] = remark or other dose. Calls follow the shape of the dose curve; as a rule, active = well fitted curve in the direction sought with a large enough effect; inconclusive = small, poorly fitted or top-dose-only effect, or another doubt; inactive = no such curve, though single readings can be large; an effect the other way counts as inactive or inconclusive. Unless noted, % is scaled to controls: 0 for no effect and ±100 for the full control effect; potency is read from the fitted curve at half-maximal effect.
Compound	FEN1 inh	N370S GC mod	GCN5L2 inh
CC1CCCCN1CCNC(=O)C1CCCN(S(=O)(=O)c2cccc3nsnc23)C1 (stereo not given)	19%	-9%	-5%
CCc1nc2sc3c(c2c(=S)[nH]1)CC(C)(C)OC3	-17%	-2%	-14%
CCOc1ccccc1N1CCN(S(=O)(=O)CC)CC1	-4%	4%	-5%
O=C(CSc1nncn1-c1ccccc1)NC1CCCC1	20%	-1%	u
CC(=O)c1cc(F)c(N2CCCCCC2)cc1C	-5%	7%	-3%
Cc1ccc(-c2cc(NC(=O)c3ccccc3Cl)on2)cc1	3%	x	-8%
Cc1c(NC(=O)CSc2nnc3sc4ccccc4n23)c(=O)n(-c2ccccc2)n1C	-3%	2%	-3%
Cc1cccc(OCCSc2nc3ccccc3n2CC(=O)N2CCOCC2)c1	16%	x	-3%
COCCCn1c2nc3ccccc3nc2c2c(=O)n(Cc3ccc(Cl)cc3)c(C)nc21	x	-8%	4%
O=C(CN1CCN(S(=O)(=O)c2cccc(Cl)c2)CC1)NCC1(N2CCOCC2)CCCCC1	-3%	x	-4%
O=C(Nc1ccccc1C(F)(F)F)c1ccc2nccnc2c1	14%	1%	-2%
CC(OC(=O)c1cnc2ccccc2n1)c1ccccc1Cl (stereo not given)	0%	26%	-3%
Cc1ccc2cc(C#N)c(N3CCCN(C(=O)C4CCCO4)CC3)nc2c1 (stereo not given)	-8%	-2%	-9%
CCN(C(=O)Cc1c(C(=O)O)c(C)cn1C)c1cccc(Cl)c1	-1%	x	-10%
COc1ccc(-n2cnc3cc(NCc4ccccn4)ccc32)cc1	-3%	-3%	-1%
O=C(CSc1ncnc2sccc12)N1CCN(C(=O)c2cccs2)CC1	5%	x	-15%
O=C1CN(C(=O)N[C@@H](Cc2ccccc2)C(=O)N[C@@H](Cc2ccccc2)C(=O)O)c2ccccc2N1	-12%	7%	u
Cn1c(=O)n(C)c(=O)n(CC(=O)N2CCCCC2)c1=O	-6%	-3%	2%
O=C(Nc1ccccc1C(F)(F)F)N1CCOc2ccc(Cl)cc21	-16%	x	-13%
Cc1ccc(C2c3c(oc4ccccc4c3=O)C(=O)N2c2nnc(C)s2)cc1 (stereo not given)	-4%	x	2%
O=[N+]([O-])c1cc(CN2CCCC2)ccc1Sc1ccc(Cl)cc1	-6%	12%	-2%
CS(=O)(=O)N1CCN(C(=O)c2cc(-c3cccnc3)nc3ccc(Cl)cc23)CC1	11%	26%	0%
Cc1nc2ccccc2c(=O)n1NC(=O)/C=C/c1ccccc1	16%	0%	0%
COc1cccc(-c2ccc3ncnc(NCc4cnc(C)cn4)c3c2)c1	x	-9%	-5%
COCCn1c(CN2CCN(C(c3ccccc3)c3ccccc3)CC2)nc2c1c(=O)n(C)c(=O)n2C	0%	20%	-15%
Cc1cc(NC(=O)CSc2nnnn2-c2ccc(F)cc2)no1	-8%	-8%	2%
O=C(CCCCCn1c(=O)c2sccc2n(CC(=O)Nc2ccccc2F)c1=O)NCc1ccc2c(c1)OCO2	-1%	x	-8%
CCOc1cc(N2CCOCC2)c(OCC)cc1NC(=O)CSc1ncccn1	2%	-9%	0%
O=C(NCc1ccncc1)NC12CC3CC(CC(C3)C1)C2	18%	-3%	-7%
Fc1ccc(CNc2cnccn2)cc1	2%	3%	-7%

# Reprinted at random: 4 entries already listed
Compound	FEN1 inh	N370S GC mod	GCN5L2 inh
Fc1ccc(CNc2cnccn2)cc1	2%	3%	-7%
Cc1ccc(-c2cc(NC(=O)c3ccccc3Cl)on2)cc1	3%	x	-8%
COc1cccc(-c2ccc3ncnc(NCc4cnc(C)cn4)c3c2)c1	x	-9%	-5%
Cc1ccc(C2c3c(oc4ccccc4c3=O)C(=O)N2c2nnc(C)s2)cc1 (stereo not given)	-4%	x	2%

# Remaining list, next part:
Compound	FEN1 inh	N370S GC mod	GCN5L2 inh
COc1ccc(N2CCN(C(=O)CCc3nnc4ccc(N5CCOCC5)nn34)CC2)cc1	15%	-2%	-29%
Cc1csc(Nc2ccccc2)[n+]1-c1ccccc1	-7%	-1%	1%
COc1ccc(OC)c(Nc2ncnc3c2nc2n3CCCC2)c1	-17%	x	-9%
CCc1ccc(-n2c(=O)c3c4c(sc3n(CC(=O)NC(C)CC)c2=O)CCCC4)cc1 (stereo not given)	-9%	x	1%
O=C(Cn1cnc2c(oc3ccccc32)c1=O)N1CCCC1	2%	-8%	-7%
Cc1ccc(Cl)cc1NC(=O)CCNC(=O)N1CC(=O)Nc2ccccc21	-1%	2%	-3%
CCCN(CCC)S(=O)(=O)c1ccc(N2CCCCS2(=O)=O)cc1	-8%	x	4%
Cc1cc(NC(=O)c2ccccc2O)nc(C)n1	1%	-5%	2%
CC(=O)c1ccc(NC(=O)CSc2nc(=O)cc(N)n2-c2ccccc2)cc1	2%	-13%	3%
Cc1ccc(NC(=O)C2C3C=CC(O3)C2C(=O)O)cc1C (stereo not given)	-3%	3%	-2%
CS(=O)(=O)N(CC(=O)Nc1ccccc1C(=O)N1CCCC1)c1ccccc1Br	6%	-7%	2%
N#CCCN(C(=O)CSc1nnc(-c2ccncc2)n1C1CC1)c1ccccc1	7%	x	-3%
CCc1cc2c(=O)c(-c3nc(C)cs3)coc2cc1OC(C)C(=O)NCCO (stereo not given)	5%	4%	-4%
C#CCOCCOCCOCCNc1nc(N2CCN(C(=O)C([C@@H](C)O)n3cc([C@@H](N)CCCCN)nn3)CC2)nc(N2CCN(C(=O)[C@H](CCCCN)n3cc([C@@H](N)[C@H](C)CC)nn3)CC2)n1 (stereo not given in full)	8%	x	-1%
CCN(CC)C(=O)Cn1cc(SCC(=O)Nc2ccccc2C)c2ccccc21	20%	x	-16%
O=C(NCCCN1CCN(c2ccccc2)CC1)Nc1ccccc1C(F)(F)F	-4%	-6%	0%[0.501 µM]
NC1=NC(=O)C(Cc2ccc(Br)cc2)S1 (stereo not given)	-5%	-1%	1%
Cc1ccc(S(=O)(=O)/C(C#N)=C/c2c(N3CC(C)OC(C)C3)nc3c(C)cccn3c2=O)cc1 (stereo not given)	-2%	u	-7%
COc1ccc(C(CNC(=O)Cc2cccs2)N(C)C)cc1 (stereo not given)	-4%	-4%	-2%
CC(C)CN(C(=O)COC(=O)c1ccccc1SCC(=O)NC1CCCCCC1)C1CCS(=O)(=O)C1 (stereo not given)	12%	16%	1%
O=C(O)c1ccc(NC(=S)NC(=O)c2cccnc2)cc1	-3%	1%	2%
CC1(C)[C@H]2CC[C@]1(C)[C@@H](OC(=O)C[N+]1(C)CCOCC1)C2	-2%	-10%	1%
O=C(Oc1ccc(-c2nc(-c3ccccn3)no2)cc1)c1ccccc1	-2%	-3%	-2%
COc1ccccc1NC(=O)CSc1nc2n[nH]c(C)c2c(=N)n1-c1ccccc1Cl	u	21%	-13%
CN(C(=O)COC(=O)c1ccccc1SCC(=O)NC1CCCCCCC1)C1CCS(=O)(=O)C1 (stereo not given)	18%	8%	1%
Cc1cc(=O)oc2c1c(C(F)(F)F)nn2-c1ccccc1	-2%	12%	-5%
CC(=O)N1CCCc2cc(S(=O)(=O)NC(C(=O)NC(C)c3ccccc3)C(C)C)ccc21 (stereo not given)	-7%	8%	-5%
CC1=NN(C(=O)c2ccccc2Br)C(O)(c2ccc(Cl)cc2)C1 (stereo not given)	-16%	-9%	u
CCC(C)N1C(=O)C2C(C(=O)Nc3cccc(OC)c3)C3C=CC2(O3)C1C(=O)NC1CCCCC1C (stereo not given)	-4%	-1%	0%
CC(C)NC(=O)CN1C(=O)c2cccc3cccc1c23	-9%	1%	0%

# Next compounds:
SMILES	FEN1 inh	N370S GC mod	GCN5L2 inh
Cc1occc1C(=O)NCc1ccc(C(=O)O)o1	-5%	19%	-5%
O=C(CCc1ccccc1)NNC(=O)COc1ccccc1	-1%	7%	-9%
CCCOc1cccc(-c2cc(C(=O)N/N=C/c3cccnc3)c3ccccc3n2)c1	-17%	u	-11%
O=C1CC(C(=O)Nc2cccc(F)c2)n2ncnc2N1 (stereo not given)	0%	-5%	-1%
CCOCCCNC(=O)C1CCCN(Cc2nc(-c3ccc(CC)cc3)oc2C)C1 (stereo not given)	-9%	x	3%
CC(=O)NCc1ccc(-c2nc3ccccc3s2)cc1	2%	5%	-12%
CCCN1CCC(=O)N(CCSc2ccccc2)CC1	17%&-5%	1%	6%
CNC(C)C(=O)NC(C(=O)N1CCCC1C(=O)NC1CCCc2ccccc21)C(C)C (stereo not given)	-5%	x	-2%
COc1ccc(N(Cc2ccccc2)C(=O)c2nc(S(C)(=O)=O)ncc2Cl)cc1	9%	x	1%
Cc1ccc(C(=O)COC(=O)C2CC3CCCC(C2)C3=O)cc1[N+](=O)[O-] (stereo not given)	-13%	-8%	2%
O=C(CSc1nc2ccccc2c(=O)n1CCCN1CCOCC1)N1CCN(c2ccccc2)CC1	-23%	1%	2%
CNC(=O)c1sccc1SCc1ccc(Cl)cc1Cl	6%	6%	-6%

# Entries of single compounds, quoted from the list.
# CCCOc1cccc(-c2cc(C(=O)N/N=C/c3cccnc3)c3ccccc3n2)c1 across the screens: FEN1 inh: -17%; N370S GC mod: u; GCN5L2 inh: -11%
# Cc1ccc(C(=O)COC(=O)C2CC3CCCC(C2)C3=O)cc1[N+](=O)[O-] (stereo not given) across the screens: FEN1 inh: -13%; N370S GC mod: -8%; GCN5L2 inh: 2%

# Some of these compounds in order of heavy-atom count, rising:
SMILES	FEN1 inh	N370S GC mod	GCN5L2 inh
Cc1occc1C(=O)NCc1ccc(C(=O)O)o1	-5%	19%	-5%
CCCN1CCC(=O)N(CCSc2ccccc2)CC1	17%&-5%	1%	6%
O=C(CCc1ccccc1)NNC(=O)COc1ccccc1	-1%	7%	-9%
COc1ccc(N(Cc2ccccc2)C(=O)c2nc(S(C)(=O)=O)ncc2Cl)cc1	9%	x	1%
CCOCCCNC(=O)C1CCCN(Cc2nc(-c3ccc(CC)cc3)oc2C)C1 (stereo not given)	-9%	x	3%
CNC(C)C(=O)NC(C(=O)N1CCCC1C(=O)NC1CCCc2ccccc21)C(C)C (stereo not given)	-5%	x	-2%
O=C(CSc1nc2ccccc2c(=O)n1CCCN1CCOCC1)N1CCN(c2ccccc2)CC1	-23%	1%	2%

# 5 consecutive records already listed, for reference:
SMILES	FEN1 inh	N370S GC mod	GCN5L2 inh
CC1CCCCN1CCNC(=O)C1CCCN(S(=O)(=O)c2cccc3nsnc23)C1 (stereo not given)	19%	-9%	-5%
CCc1nc2sc3c(c2c(=S)[nH]1)CC(C)(C)OC3	-17%	-2%	-14%
CCOc1ccccc1N1CCN(S(=O)(=O)CC)CC1	-4%	4%	-5%
O=C(CSc1nncn1-c1ccccc1)NC1CCCC1	20%	-1%	u
CC(=O)c1cc(F)c(N2CCCCCC2)cc1C	-5%	7%	-3%

# More entries follow:
SMILES	FEN1 inh	N370S GC mod	GCN5L2 inh
COc1ccccc1N1CCN(C(=O)Cc2ccc(Cl)cc2)CC1	-3%	-2%	1%
Cc1ccc2oc3c(c(=O)c2c1)C(c1cccc(Br)c1)N(Cc1ccco1)C3=O (stereo not given)	-2%	-11%	-4%
O=C(/C=C/c1ccco1)NC(=S)Nc1ccc(O)c(-c2nc3ccccc3s2)c1	-2%	-7%	-11%
COC(=O)c1cc2oc(C)cc2n1CC(=O)Nc1ccc(OC)c(OC)c1	1%	x	-4%
O=C(O)CNC(=O)C1COc2ccccc2O1 (stereo not given)	3%	2%	0%
O=C(Nc1nnc(CC(=O)N2CCOCC2)s1)C1COc2ccccc2O1 (stereo not given)	7%	-5%	-2%
CC(C)N1CCC2(CC1)Oc1ccc(Br)cc1C1CC(c3cccnc3)=NN12 (stereo not given)	-15%	-15%	-23%
Cc1ccccc1/C=N/NC(=O)c1sccc1C	0%	6%	0%

# Bioassay records deposited in PubChem by National Center for Advancing Translational Sciences (NCATS).

# Some of the compounds tested; rates above refer to the full screens.
